ERG Ets-DNA blk – blocks human ERG Ets domain binding to DNA | AID 624246 | P11308 | hit rate 0.028% among 370,000 | Potency, µM (titrated, usually from 76.9 µM), for the others: at the top dose FP activity, negative = inhibition, actives largely listed as inhibitors | fluorescence polarization, His-ERG Ets domain / labelled DNA; active means well fitted inhibition curve with a large enough effect in the polarisation, with a control signal flat; inconclusive means small, poorly fitted or top-dose-only effect, or effect the other way, or a change in a side signal; inactive means no such curve, though single readings can be large or run the other way; the % refers to the polarisation;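 further: polarization taken with two DNA probes labelled with fluorescein and Texas red; potency means the concentration at half of the fitted maximal effect; % of control where 0% means no effect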
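His-tagged ERG Ets domain (1 uM in the protein solution; 300mM KCl, 50mM Tris-HCl, 1mM EDTA, 1mM DTT, pH 7.5) received compound, then a probe mix of 5 nM fluorescein-DNA and 100nM Texas-615-DNA. Fluorescence polarization was read for both dyes.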
LDHA block – inhibitors of human lactate dehydrogenase A | AID 1347041 | purified LDHA, NADH/diaphorase-resazurin fluorescence; stronger effect = lower value | hit rate 0.15% among 480,000 | P00338 | activity change, % (values are at about 110 or 230 µM); in the data active means activity change below about -30%; inconclusive means mostly about -25% to -30%;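 further: plate controls were DMSO wells for no effect and wells without enzyme for full effect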
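Human LDH5 (2 nM) was incubated with 0.06 mM NADH and 0.2 mM pyruvate for 5 min at room temperature in Tris pH 7.4. Remaining NADH was coupled through diaphorase/resazurin, and resorufin fluorescence was read at 0 and 20 min.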
RGS4 inh – human RGS4 inhibition; Transcreener GDP fluorescence polarization, RGS4-accelerated GTP hydrolysis; AID 504845; hit rate 0.039% among 390,000; Potency, µM (top dose mostly 114 µM), for the others: at the highest dose activity change, negative = inhibition, hits mostly inhibitors; P49798; further: potency means the concentration at half of the fitted maximal effect; on the % scale 0 is the no-effect control and ±100 the full control effect; nearly all actives have a fitted effect of over 75% in size; some results filed as inactive show a strong effect at the top dose
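MLSMR compounds (23 nl, pin-transferred) preincubated 10 min at room temperature with a 500nM (2x) first reagent, then RGS4 at 900nM (2x) plus Transcreener GDP mix added; fluorescence polarization (620/688 nm) read before and after 90 min at 30 °C.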
APEX1 inh – inhibitors of human APE1 endonuclease; Potency, µM (titrated, usually from 65.8 µM), without a hit: at the highest dose activity change, negative = inhibition, usual class: inhibitors; recombinant APE1, TAMRA/BHQ-2 abasic DNA cleavage fluorescence; hit rate 0.35% among 350,000;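 further: potency means the concentration at half of the fitted maximal effect; plate controls were vehicle for no effect and reference inhibitor for full effect; nearly all actives have a fitted effect of over 55% in size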
Target sequence (P27695 whole entry, looked up): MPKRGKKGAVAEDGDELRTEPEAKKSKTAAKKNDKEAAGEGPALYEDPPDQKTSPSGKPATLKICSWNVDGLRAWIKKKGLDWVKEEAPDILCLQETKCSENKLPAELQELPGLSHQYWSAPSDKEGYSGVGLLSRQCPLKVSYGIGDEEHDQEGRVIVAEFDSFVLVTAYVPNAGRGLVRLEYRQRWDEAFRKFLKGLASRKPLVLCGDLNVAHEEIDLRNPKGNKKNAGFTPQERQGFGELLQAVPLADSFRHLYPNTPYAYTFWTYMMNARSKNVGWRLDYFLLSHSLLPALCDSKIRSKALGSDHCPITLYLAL
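Activity was derived from the fluorescence gain between first and third kinetic reads (60 s intervals, ex 525/em 598 nm) after 50 nM THF-abasic TAMRA/BHQ-2 duplex was added to 0.75 nM APE1 preincubated 15 min with compound.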
Apoferritin bind – candidate novel general anesthetic via apoferritin binding | apoferritin/1-aminoanthracene competitive binding, fluorescence | Potency, µM (titrated, usually from 77.5 µM), inactives show at the highest dose activity change, negative = displacement, usual class: inhibitors | P02791 | hit rate 0.074% among 350,000; further: potency means the concentration at half of the fitted maximal effect; on the % scale 0 is the no-effect control and ±100 the full control effect; nearly all actives have a fitted effect of over 20% in size
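In PBS, apoferritin at 10 uM is loaded with 1-AMA from a 50% saturated solution. After 10 min of compound exposure at ambient temperature, reduced 535 nm fluorescence indicates probe displacement.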
Pol beta inh – inhibitors of human DNA polymerase beta. hit rate 1.3% among 340,000. P06746. Pol beta primer extension/strand displacement, fluorescence kinetic. AID 485314. Potency, µM (titrated, usually from 114 µM), for the others: at the highest dose activity change, negative = inhibition, hits mostly inhibitors; further: potency means the concentration at half of the fitted maximal effect; on the % scale 0 is the no-effect control and ±100 the full control effect
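Values derive from four-parameter Hill fits of normalized kinetic data: reads at 0 and 10 min following addition of 50 nM substrate to 10 nM Pol beta preincubated 15 min with compound.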
POLK inh – DNA polymerase kappa (human) inhibition; Q9UBT6; purified Pol kappa, fluorescent DNA synthesis assay, 10 min; Potency, µM (highest dose often 107 µM), for inactives: at the highest dose activity, negative = inhibition, usual class: inhibitors; hit rate 0.53% among 400,000; AID 588579; further: potency means the concentration at half of the fitted maximal effect; on the % scale 0 is the no-effect control and ±100 the full control effect
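Pol kappa 10 nM + cpd, 15 min RT; start w/ substrate 50 nM final; fluorescence kinetic read, 0 and 10 min. Neg ctrl: buffer, no enzyme.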
12-LOX inh – ALOX12 (human) lipoxygenase inhibition; P18054; purified 12hLO, xylenol orange hydroperoxide absorbance; Potency, µM (titrated, usually from 108 µM), without a hit: at the top dose activity change, negative = inhibition, hits mostly inhibitors; hit rate 1.1% among 580,000; AID 1671190; further: potency means the concentration at half of the fitted maximal effect; on the % scale 0 is the no-effect control and ±100 the full control effect
Target sequence (P18054 whole entry, looked up): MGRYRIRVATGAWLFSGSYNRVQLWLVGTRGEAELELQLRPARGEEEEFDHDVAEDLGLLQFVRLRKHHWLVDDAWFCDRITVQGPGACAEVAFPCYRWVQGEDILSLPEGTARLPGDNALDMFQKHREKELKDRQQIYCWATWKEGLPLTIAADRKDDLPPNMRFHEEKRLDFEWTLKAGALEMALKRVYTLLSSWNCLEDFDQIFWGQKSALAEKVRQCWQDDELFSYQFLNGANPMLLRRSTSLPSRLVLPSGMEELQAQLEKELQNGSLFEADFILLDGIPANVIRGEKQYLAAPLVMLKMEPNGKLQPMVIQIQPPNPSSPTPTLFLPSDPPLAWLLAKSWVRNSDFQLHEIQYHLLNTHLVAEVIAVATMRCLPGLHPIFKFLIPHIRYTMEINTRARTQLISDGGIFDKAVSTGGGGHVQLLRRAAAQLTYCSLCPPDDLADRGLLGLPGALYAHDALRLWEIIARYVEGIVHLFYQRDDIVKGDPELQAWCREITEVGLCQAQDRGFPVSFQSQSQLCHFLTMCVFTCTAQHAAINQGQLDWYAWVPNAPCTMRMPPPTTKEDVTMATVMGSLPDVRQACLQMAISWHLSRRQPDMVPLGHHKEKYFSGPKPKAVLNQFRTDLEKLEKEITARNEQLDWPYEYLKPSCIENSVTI
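Purified human 12hLO at 150 nM in 25 mM Hepes, 0.01% Triton X-100, pH 7.0, preincubated 15 min at room temperature with compound. Reaction started with 40 uM arachidonic acid, 30 min at room temperature. Hydroperoxide measured by Fe-xylenol orange, 573/405 nm absorbance ratio.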
POLH inh – inhibitors of human DNA polymerase eta; Q9Y253; recombinant Pol eta, fluorescent DNA replication assay; Potency, µM (highest dose often 114 µM), for the others: top-dose activity change, negative = inhibition, actives largely listed as inhibitors; hit rate 1.2% among 390,000; AID 588591; further: potency means the concentration at half of the fitted maximal effect; on the % scale 0 is the no-effect control and ±100 the full control effect
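Pol eta at 10 nM preincubated with compounds 15 min at room temperature; reaction started with fluorescent substrate (50 nM final) and read kinetically at 0 and 10 min.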
Numbers without * were called inactive; [ ] = another dose, or the depositor's remark. Unless noted, the call rests on the fitted dose curve; in most records, active means well fitted curve in the direction sought with a large enough effect; inconclusive means small, poorly fitted or top-dose-only effect, or another doubt; inactive means no such curve, though single readings can be large; an effect the other way counts as inactive or inconclusive. This is a subset; count on the stated rates, not on these rows.

Screening Cc1ccc(C2C(C(=O)c3cc4ccccc4o3)=C(O)C(=O)N2CCN2CCOCC2)o1 (centres undefined) returned ERG Ets-DNA blk -9.5%, LDHA block 10.6, RGS4 inh -21.1%, APEX1 inh 6.8%, Apoferritin bind -9.1%, Pol beta inh -0.7%, POLK inh inconclusive, 12-LOX inh inconclusive and POLH inh 7.5%.
Cc1ccc(NC(=O)c2cc(S(=O)(=O)N3CCOCC3)cn2C)cc1F was read as ERG Ets-DNA blk 3.1%, LDHA block -4.2, RGS4 inh -4.7%, APEX1 inh 42.7%[activator], Apoferritin bind -21.9%, Pol beta inh -15.5%, POLK inh 2.7%, 12-LOX inh 3.6% and POLH inh 6.7%.
CC(=NCC1CCCO1)C1=C(O)CC(C)(C)CC1=O (centres undefined) was read as ERG Ets-DNA blk 9.6%, LDHA block -5.6, RGS4 inh 14.3%, APEX1 inh -2.8%, Apoferritin bind -14.4%, Pol beta inh -21.2%, POLK inh -2.7%, 12-LOX inh -3.2% and POLH inh -3.2%.
For COc1ccc(C(CC(=O)N2CCOCC2)C(C)C)cc1 (centres undefined) the results were ERG Ets-DNA blk -6.1%, LDHA block -4.2, RGS4 inh -21.6%, APEX1 inh 19.2%, Apoferritin bind -1.8%, Pol beta inh -2.5%, POLK inh 5.8%, 12-LOX inh 24.9% and POLH inh -10.5%.
Cc1ccc(N=Cc2sc(O)c3ccccc23)c(C)c1 was read as ERG Ets-DNA blk 2.5%, LDHA block 0.1, RGS4 inh -16.2%, APEX1 inh 11.0%, Apoferritin bind 2.2%, Pol beta inh 17.6%, POLK inh -8.5%, 12-LOX inh inconclusive and POLH inh -6.3%.
`COc1ccc(NC(=O)CSc2ccccc2)cc1S(=O)(=O)N1CCOCC1` gave ERG Ets-DNA blk -7.3%, LDHA block -9.2, RGS4 inh -8.6%, APEX1 inh 2.1%, Apoferritin bind -2.4%, Pol beta inh 2.0%, POLK inh -4.2%, 12-LOX inh -2.7% and POLH inh 7.0%.
`O=[N+]([O-])c1ccc(N/N=C/c2sc(N3CCOCC3)nc2-c2ccccc2)c(S(=O)(=O)Nc2ccccc2Cl)c1` gave ERG Ets-DNA blk 21.2%, LDHA block -1.9, RGS4 inh -4.0%, APEX1 inh -7.8%, Apoferritin bind -5.3%, Pol beta inh -0.6%, POLK inh 2.1%, 12-LOX inh 0.0% and POLH inh inconclusive.
For CC1(C(=O)OCC(=O)Nc2ccccc2)CC1(Cl)Cl (centres undefined) the results were ERG Ets-DNA blk -6.6%, LDHA block -4.9, RGS4 inh 19.0%, APEX1 inh -1.5%, Apoferritin bind inconclusive, Pol beta inh -1.9%, POLK inh -9.1%, 12-LOX inh 6.3% and POLH inh -7.7%.
`COC(=O)COc1c(Cl)cc(C(c2c(C)[nH][nH]c2=O)c2c(C)[nH][nH]c2=O)cc1OC` gave ERG Ets-DNA blk -9.6%, LDHA block 12.8, RGS4 inh -39.2%, APEX1 inh -7.5%, Apoferritin bind 2.9%, Pol beta inh -0.8%, POLK inh -0.7%, 12-LOX inh 13.8% and POLH inh -2.2%.
`Cc1ccc(S(=O)(=O)c2nc(-c3ccco3)oc2SC(C)c2ccccc2)cc1` (centres undefined) gave ERG Ets-DNA blk -0.9%, LDHA block -3.5, RGS4 inh -7.8%, Apoferritin bind -5.5%, Pol beta inh inconclusive, POLK inh -17.0%, 12-LOX inh inconclusive and POLH inh inconclusive.
Screening Cc1ccc(CN(Cc2ccco2)C(=O)c2oc3c(C)c(C)ccc3c2C)cc1 returned ERG Ets-DNA blk -1.8%, LDHA block 1.6, RGS4 inh inconclusive, Apoferritin bind -1.4%, Pol beta inh inconclusive, POLK inh -5.3%, 12-LOX inh inconclusive and POLH inh -9.2%.
Screening CCOC(=O)c1cc(S(=O)(=O)Nc2ccc(F)cc2F)cn1C returned ERG Ets-DNA blk 0.2%, LDHA block -7.0, RGS4 inh 66.5%[activator], APEX1 inh -6.2%, Apoferritin bind -1.8%, Pol beta inh 38.5%, POLK inh -1.8%, 12-LOX inh -15.2% and POLH inh -7.4%.
`COc1cc(OC)nc(S(C)(=O)=O)n1` gave ERG Ets-DNA blk 2.9%, LDHA block -4.4, RGS4 inh -11.0%, APEX1 inh 1.5%, Apoferritin bind -5.4%, Pol beta inh 3.3%, POLK inh -13.2%, 12-LOX inh -3.7% and POLH inh -23.2%.
Screening CC(C)CCc1noc(CN(CC2CCC2)CC2CCCO2)n1 (centres undefined) returned ERG Ets-DNA blk -14.4%, LDHA block -8.5, RGS4 inh 29.7%[11.4 µM], APEX1 inh 3.9%, Apoferritin bind -2.5%, Pol beta inh -20.8%, POLK inh -18.7%, 12-LOX inh 0.0% and POLH inh inconclusive.
Screening O=C(COC(=O)c1ccc(S(=O)(=O)NCc2ccco2)cc1)NCc1ccc(F)cc1 returned ERG Ets-DNA blk -8.8%, LDHA block 0.7, RGS4 inh -12.5%, APEX1 inh -20.1%, POLK inh -17.7%, 12-LOX inh inconclusive and POLH inh -1.2%.
Screening C/C(=N\Nc1cc(C)nc(-c2ccccc2O)n1)c1ccccc1 returned ERG Ets-DNA blk -0.3%, LDHA block 0.6, RGS4 inh 3.0%, APEX1 inh 10.0%, Apoferritin bind -7.1%, Pol beta inh 0.7%, POLK inh 1.8%, 12-LOX inh 14.0% and POLH inh -23.8%.
COc1ccc(-c2cc(C(=O)N(C)Cc3cccc(OC)c3OC)c3ccccc3n2)cc1OC was read as ERG Ets-DNA blk 17.3%, LDHA block 1.3, RGS4 inh -9.6%, APEX1 inh 18.3%, Apoferritin bind 0.3%, Pol beta inh 21.0%, POLK inh 0.8%, 12-LOX inh 18.7% and POLH inh -24.4%.
For CC(C)(C)NC(=O)c1ccc(NC(=O)c2ccccc2-c2ccccc2C(=O)O)cc1 the results were ERG Ets-DNA blk 11.1%, LDHA block 2.1, RGS4 inh 0.1%, APEX1 inh 19.8%, Apoferritin bind -5.0%, Pol beta inh -5.6%, POLK inh 3.5%, 12-LOX inh 3.3% and POLH inh -0.8%.
For CCOC(=O)c1ccc(NC(=O)NNC(=O)CCc2ccc(OC)cc2)cc1 the results were ERG Ets-DNA blk 5.3%, LDHA block -6.8, RGS4 inh 21.6%, APEX1 inh -12.0%, Apoferritin bind -8.3%, Pol beta inh 56.8%, POLK inh 0.8%, 12-LOX inh 1.6% and POLH inh 4.3%.
C=CCc1cccc(OC)c1OCCOCCNCCO was read as ERG Ets-DNA blk 5.5%, LDHA block -10.6, RGS4 inh -32.7%, APEX1 inh -1.5%, Apoferritin bind -13.7%, Pol beta inh -1.4%, POLK inh 0.3%, 12-LOX inh 2.24µM* and POLH inh -18.1%.
`Brc1ccc(N=Nc2ccc3ccccc3n2)cc1` gave ERG Ets-DNA blk -5.1%, LDHA block -8.3, RGS4 inh -22.3%, APEX1 inh -4.8%, Apoferritin bind 3.2%, Pol beta inh 4.9%, POLK inh -1.2%, 12-LOX inh inconclusive and POLH inh -16.5%.
For COc1ccc(C)cc1NC(=O)COC(=O)CCC(=O)c1cccs1 the results were ERG Ets-DNA blk -11.1%, LDHA block -0.8, RGS4 inh 4.5%, APEX1 inh 10.5%, POLK inh -1.3%, 12-LOX inh 4.5% and POLH inh -6.5%.
Screening CCc1ccc(N(CC(=O)Nc2ccc(OC)cc2OC)S(C)(=O)=O)cc1 returned ERG Ets-DNA blk 2.7%, LDHA block -3.2, RGS4 inh -2.1%, APEX1 inh -2.1%, Apoferritin bind -22.7%, Pol beta inh 19.1%, POLK inh -4.0%, 12-LOX inh 399.1%[activator] and POLH inh -8.8%.
For Cc1nn(-c2ccccc2)c(C)c1/C=C1\C(=O)N(C)C(=S)N1C the results were ERG Ets-DNA blk -2.5%, LDHA block 2.9, RGS4 inh 3.3%, APEX1 inh 8.7%, Apoferritin bind -23.5%, Pol beta inh 36.3%, POLK inh 7.4%, 12-LOX inh inconclusive and POLH inh -11.5%.
`Cc1ccccc1NC(=O)c1ccc(CN2CC(=O)N3CCCCC3C2=O)cc1` (centres undefined) gave ERG Ets-DNA blk 7.3%, LDHA block 1.4, RGS4 inh 3.9%, APEX1 inh 21.6%, Apoferritin bind -14.3%, Pol beta inh 6.9%, POLK inh -0.3%, 12-LOX inh 34.1% and POLH inh -12.5%.
For COc1ccc(C(C)=O)cc1CN1C(=O)NC2(CCCCC2)C1=O the results were ERG Ets-DNA blk 2.8%, LDHA block -9.7, RGS4 inh 12.6%, APEX1 inh 0.0%, Apoferritin bind -4.1%, Pol beta inh 0.8%, POLK inh -19.8%, 12-LOX inh 32.0%[activator] and POLH inh -0.7%.
Screening O=C(CN(C1CCCCC1)S(=O)(=O)c1ccccc1)NCC1CCCO1 (centres undefined) returned ERG Ets-DNA blk -0.5%, LDHA block 0.6, RGS4 inh -9.6%, APEX1 inh 8.2%, Apoferritin bind -3.7%, Pol beta inh 40.1%, POLK inh -13.9%, 12-LOX inh 6.3% and POLH inh -8.6%.
Screening Cc1sc2nc(SCC(=O)NCc3ccco3)n(CCc3ccccc3)c(=O)c2c1C returned ERG Ets-DNA blk -1.3%, LDHA block -2.0, RGS4 inh -17.0%, APEX1 inh -5.8%, Apoferritin bind -2.7%, Pol beta inh inconclusive, POLK inh -9.9%, 12-LOX inh -4.8% and POLH inh -1.9%.
For Cc1ccc(NC(=O)c2c(NC(=O)C(F)(F)F)sc3c2CCCCC3)cc1 the results were ERG Ets-DNA blk -4.7%, LDHA block -11.9, RGS4 inh -19.3%, Apoferritin bind -3.6%, Pol beta inh inconclusive, POLK inh inconclusive, 12-LOX inh inconclusive and POLH inh 50.1µM*.

Assay outcomes: PubChem, National Center for Advancing Translational Sciences (NCATS)
